Screening results as filed in PubChem BioAssay.
FBPA Giardia inh: qHTS Assay for Inhibitors of Fructose-1,6-bisphosphate Aldolase from Giardia Lamblia; A8B2U2; purified Giardia FBPA; Potency, µM (titrated, usually from 59.6 µM), without a hit: top-dose activity, negative = inhibition, most hits filed as inhibitors; 290,000 tested, 0.71% active; note: potency is the fitted concentration of half-maximal effect; nearly all actives have a fitted effect of over 55% in size
Target sequence (A8B2U2 whole entry, looked up): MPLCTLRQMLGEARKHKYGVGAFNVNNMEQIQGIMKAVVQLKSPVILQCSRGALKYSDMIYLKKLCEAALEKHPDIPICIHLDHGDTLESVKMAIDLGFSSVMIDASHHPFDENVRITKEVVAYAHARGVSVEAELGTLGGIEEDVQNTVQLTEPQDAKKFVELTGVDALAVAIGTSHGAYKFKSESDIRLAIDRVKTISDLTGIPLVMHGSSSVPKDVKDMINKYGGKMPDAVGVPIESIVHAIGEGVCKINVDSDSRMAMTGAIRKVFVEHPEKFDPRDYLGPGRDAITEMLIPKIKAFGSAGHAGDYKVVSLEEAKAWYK
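40 nM FBPA preincubated 10 min at RT with compound (up to 57.5 uM final), then substrate plus GAPDH/TPI/NAD/arsenate coupling and diaphorase/resazurin added. Fluorescence read after 20 min at RT, 525/598 nm.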
Sm TGR block: qHTS Assay for the Inhibitors of Schistosoma Mansoni Peroxiredoxins; AID 485364, 2010; Potency, µM (highest dose often 114 µM), for the others: top-dose activity change, negative = inhibition, hits mostly inhibitors; 360,000 tested, 3% active; purified TGR, DTNB reduction, TNB absorbance 405 nm; note: potency is the fitted concentration of half-maximal effect; nearly all actives have a fitted effect of over 60% in size
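First, TGR (20 nM dispensed) and NADPH were mixed with compound. Second, a 15 min room-temperature incubation followed. Third, further NADPH and then DTNB were added to start the reaction. Finally, TNB absorbance was monitored kinetically.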
AMA1-RON2 inh: qHTS for Inhibitors of AMA1-RON; Towards Development of Antimalarial Drug Lead: Primary Screen. Plasmodium falciparum AMA1 (3D7) - RON2 peptide interaction. AlphaScreen AMA1-biotinylated RON2 peptide binding. Potency, µM (doses to about 58.2 µM), for inactives: at the highest dose activity change, negative = inhibition, hits mostly inhibitors. 360,000 tested, 0.2% active;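 note: potency is the fitted concentration of half-maximal effect; 0% = vehicle wells and -100% = peptide control; nearly all actives have a fitted effect of over 45% in size; some results filed as inactive show a strong effect at the top dose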
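AMA1 (3D7) with his tag at 25 nM final met compounds first, then biotinylated RON2 peptide at 25 nM; detection used donor plus acceptor beads, 10 µg/mL apiece, read by AlphaScreen after 30 min at room temperature.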
AmpC inh detg: qHTS Inhibitors of AmpC Beta-Lactamase (assay with detergent) | Potency, µM (top dose mostly 114 µM), for inactives: top-dose activity change, negative = inhibition, hits mostly inhibitors | AID 485294, 2010 | AmpC hydrolysis of nitrocefin, absorbance 480 nm, 0.01% Triton | P00811 | 370,000 tested, 0.041% active;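 note: potency is the fitted concentration of half-maximal effect; 0% = no-compound wells and -100% = no-enzyme wells; nearly all actives have a fitted effect of over 25% in size; some results filed as inactive show a strong effect at the top dose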
Target sequence (P00811 whole entry, looked up): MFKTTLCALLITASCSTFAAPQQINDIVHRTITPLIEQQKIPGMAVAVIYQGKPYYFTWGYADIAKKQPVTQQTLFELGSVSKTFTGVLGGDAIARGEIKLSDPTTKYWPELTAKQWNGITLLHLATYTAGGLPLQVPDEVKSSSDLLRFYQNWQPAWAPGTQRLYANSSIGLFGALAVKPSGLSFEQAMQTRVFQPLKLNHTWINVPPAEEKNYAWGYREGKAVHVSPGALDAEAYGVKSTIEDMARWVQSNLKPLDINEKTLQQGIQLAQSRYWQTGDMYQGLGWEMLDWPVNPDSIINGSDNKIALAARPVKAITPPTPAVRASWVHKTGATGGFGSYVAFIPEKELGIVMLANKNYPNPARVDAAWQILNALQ
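20 mM phosphate pH 7.0 + 0.01% (detergent screen) or 0.0001% Triton X-100; 5.3 nM AmpC reagent; cpd preinc 15 min RT; nitrocefin (800 uM stock) to start; A480 q20 s × 4 min; Activity was normalised to no-enzyme and no-compound control wells.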
HCMV inh: qHTS Assay for inhibitors of the human cytomegalovirus (HCMV). AID 1259415, 2018. HFF cells, HCMV-luciferase reporter, 72 h; hits give low values. activity change, negative = inhibition, % at 57.5 µM. 410,000 tested, 4.5% active; in the data active = activity change below about -60%; inconclusive = no clear call, values can overlap the other calls; inactive = above about -39%
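Two compound doses tested in HFFs infected with HCMV-luciferase, MOI 1 PFU/cell, 72 h at 37C. Lysate luminescence read with OneGlo; data normalized against buffer-only and 10uM Salinomycin inhibitor controls.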
AmpC inh no detg: qHTS Inhibitors of AmpC Beta-Lactamase (assay without detergent); 330,000 tested, 0.52% active; Potency, µM (top dose mostly 57.1 µM), without a hit: at the highest dose activity change, negative = inhibition, usual class: inhibitors; AmpC nitrocefin hydrolysis, absorbance 480 nm, 0.0001% Triton; P00811;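 note: potency is the fitted concentration of half-maximal effect; plate controls were no compound for no effect and no enzyme for full effect; nearly all actives have a fitted effect of over 20% in size; some results filed as inactive show a strong effect at the top dose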
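AmpC (5.3 nM in the dispensed reagent) in 20 mM phosphate pH 7.0 with 0.01% (detergent screen) or 0.0001% Triton X-100 was preincubated with compounds for 15 min at room temperature. Nitrocefin was then added from an 800 uM solution, and hydrolysis was followed at 480 nm.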
The depositor's hits bear a star; ? = inconclusive; nt = no result given; & = joins results of further samples; [ ] = another dose, or the depositor's remark. Unless noted, calls come from the whole dose curve; as a rule, active = well fitted curve in the direction sought with a large enough effect; inconclusive = small, poorly fitted or top-dose-only effect, or another doubt; inactive = no such curve, though single readings can be large; an effect the other way counts as inactive or inconclusive. Unless noted, % is set by controls: 0 for no effect and ±100 for the full control effect.

SMILES	FBPA Giardia inh	Sm TGR block	AMA1-RON2 inh	AmpC inh detg	HCMV inh	AmpC inh no detg
CCCCCCOc1ccc(/C(C)=N/NC2=NCCN2)cc1[N+](=O)[O-]	0%	nt	-4%	3%	?	-10%
CC/C(=N\Nc1ccccc1)c1c(O)n(-c2ccccc2)c(=O)[nH]c1=O	3%	6%	-17%	9%	17	-24%
CCC(=O)OCCCCCCOc1ccc(C(=O)O)cc1	-1%	1%	8%	-13%	85	-20%
O=C1/C(=C/c2cccnc2)N=C2CCCCCN12	2%	-6%	1%	-4%	-13	-11%
N#Cc1ccc(COc2cccc3cccnc23)cc1	-4%	-11%	30%	-4%	113	-20%
CCc1nc(NC(=O)Cc2csc(C)n2)sc1C(=O)OC	17%	-4%	-10%	2%	38	-9%
COc1ccc(OC)c2[nH]c(=O)c(CCNS(=O)(=O)c3ccc(Cl)cc3)cc12	?	2%	4%	-1%	-9	130%[activator]
CCOc1cc(N2CCOCC2)c(OCC)cc1NC(=O)c1nc2nc(C)cc(C)n2n1	-13%	1%	-1%	?	-9	18%
CSc1nnc(OC(=O)N(C)C)n1-c1ccc(Cl)cc1	5%	0%	-1%	-7%	13	-3%
CC(=O)Nc1ccc(NC(=O)COc2ccc(Br)cc2C)cc1	13%	-11%	10%	-5%	-17	12%
COc1cc(C=O)ccc1OCCOc1ccccc1[N+](=O)[O-]	0%	-5%	-9%	-5%	114	10%[2.29 µM]
O=C(CCC(=O)N1CC2CCCN2c2ccccc21)NCc1ccc(Cl)cc1 (stereo unspecified)	nt	7%	nt	-7%	3	nt
S=c1[nH]nc(-c2ccco2)n1C1CCCCC1	-10%	0%	52%[activator]	?	-33	-23%
CCNC(=O)CC1SC(=Nc2ccccc2C)N(C)C1=O (stereo unspecified)	1%	-2%	-2%	-5%	1	-5%
COc1cccc(-n2c(=O)c3c(C)c(C)sc3n(CC(=O)NCCc3ccc(OC)c(OC)c3)c2=O)c1	nt	-4%	nt	14%	0	nt
Cc1noc(C)c1C(=O)Nc1ccc(C#N)cc1	nt	10%	1%	?	5	-15%
Cc1c(N=Nc2c(O)[nH]c(=S)[nH]c2=O)c(=O)n(-c2ccccc2)n1C	?	-5%	-33%	0%	-14	-16%
COCCNc1ncnc2c1nc1n2CCCC1	1%	13%	11%	-2%	-4	-13%
O=C(CN1C(=O)C2CCc3[nH]c4ccccc4c3C2C1=O)N1CCCC1 (stereo unspecified)	-8%	-16%	1%	-2%	-2	181%[activator]
CC(NCC(O)c1ccc([N+](=O)[O-])cc1)C12CC3CC(CC(C3)C1)C2 (stereo unspecified)	18%	11%	-2%	5%	?	-11%
O=C(CN1C2=NCCN2c2ccccc21)N1CCOCC1	-29%	?	1%	-7%	12	nt
N#Cc1c(-c2ccncc2)c2c([nH]c1=O)-c1ccccc1OC2	14%	1%	nt	3%	-35	-4%
O=C(Cn1cnc2c(nnn2Cc2ccc(F)cc2)c1=O)NCc1ccco1	1%	-26%	0%	2%	46	-34%
COc1ccc(C2CC(=O)C3=C(C2)Nc2ccccc2N(C(C)=O)C3c2ccco2)cc1 (stereo unspecified)	0%	0%	5%	-13%	-13	29%
O=C(COC(=O)c1cc(-c2cccs2)nc2ccccc12)NC1CCS(=O)(=O)C1 (stereo unspecified)	-16%	3%	11%	-11%	2	120%[activator]
SMILES	FBPA Giardia inh	Sm TGR block	AMA1-RON2 inh	AmpC inh detg	HCMV inh	AmpC inh no detg
CC(=O)C1=C(O)C(=O)N(CCCn2ccnc2)C1c1ccc(Cl)cc1 (stereo unspecified)	-16%	2%[57.1 µM]	-4%	-2%	-15	6%
COCCN(C(=O)CCC(=O)Nc1cc(C)on1)C(C(=O)NC1CCCC1)c1ccc(C)cc1 (stereo unspecified)	-3%	-1%	26%	6%	-30	24%
COc1cccc(-c2nnc(NC(C)=O)o2)c1	-5%	9%	50%[activator]	-4%	19	-16%
Nc1c(C(=O)N/N=C/c2cccnc2)cnn1-c1ccccc1	-2%	6%	12%	6%	81	18%
CCSc1nnc(CNC(=O)C23CC4CC(CC(C4)C2)C3)n1C1CCCCC1	6%	-13%	6%	-4%	27	15%
O=S(=O)(/C=C/c1ccccc1)Nc1ccc2c(c1)OCO2	-6%	-3%	0%	?	16	-25%
c1ccc2sc(N3CCCN(Cc4nc(-c5cnccn5)no4)CC3)nc2c1	-4%	-24%	-4%	1%	-79*	156%[activator]
COc1ccc(NC(=O)CSc2nnc(CCC(=O)Nc3ccc(C)c(Cl)c3)n2C)cc1	5%	-13%	6%	-6%	11	52%
COc1cccc(NC(=O)COc2ccc(C(=S)N3CCN(C)CC3)cc2OC)c1	-7%	9%	20%	8%	?	109%[activator]
O=C(COc1ccc2c(c1)C(=O)CC1(CCCCC1)O2)NCc1ccccn1	2%	4%	57%[activator]	-2%	-25	27%
CCOC(=O)c1sc2nc(CSCC(=O)OCc3ccc(C(=O)OC)o3)[nH]c(=O)c2c1C	-16%	9%[11.4 µM]	-5%	2%	10	-27%
Cc1nn(C)c2c1c(C(F)(F)F)cc(=O)n2C(C)C(=O)NCc1ccccc1Cl (stereo unspecified)	nt	-1%	nt	5%	2	nt
COc1cc(C(=O)N2CCN(C)C(C)C2)ccc1OC1CCN(C(C)=O)CC1 (stereo unspecified)	0%	1%	6%	-7%	12	-9%
CNC(=O)CN(Cc1ccccc1)S(=O)(=O)c1ccccc1	-7%	7%	-7%	?	78	6%
CCCn1nc(C(=O)N(C)CC(=O)Nc2ccc(OCC)c(OCC)c2)c2ccccc2c1=O	nt	2%	-11%	0%	-11	25%
CN1CCN(c2ccc(NC(=O)c3ccc4c(c3)OCCO4)cc2Cl)CC1	-17%	nt	-4%	-4%	54	-10%
CCN(CC)c1nc2c(c(=O)[nH]c(=O)n2C)n1CCOc1ccccc1	0%	-4%	-8%	?	9	5%
COc1ccc(-c2[nH]c(-c3ccc(O)cc3)nc2-c2ccccc2)cc1	nt	-9%	nt	-2%	-24	nt
CC(CCc1ccccc1)NC(=O)CNC(=S)N(Cc1cccs1)C1CCCC1 (stereo unspecified)	-1%	-19%	-15%	-5%	-13	22%
COc1ccc(C(=O)Nc2nc(-c3cccs3)cs2)cc1	3%	2%	-25%	3%	-22	nt
CC1=CCC(COC(=O)Nc2ccccc2)CC1 (stereo unspecified)	-1%	22%	27%	3%	7	-31%
O=C(CCS(=O)(=O)c1ccc(Cl)cc1)Nc1ccc(F)cc1	4%	15%	6%	3%	-35	-18%
O=C(O)Cc1ccc(NC(=O)c2ccc(Cl)c(Cl)c2)cc1	15%	nt	-3%	1%	-30	-23%
Cc1c(-c2nc(-c3ccc4c(c3)OCO4)no2)nnn1-c1ccc(C(C)C)cc1	nt	8%	nt	5%	10	nt
Cc1nc(NC(=O)C2CCCCC2C(=O)O)sc1C (stereo unspecified)	7%	5%	21%	-9%	59	-11%

Gathered by group, the compounds so far containing a Cl atom (nine)
SMILES	FBPA Giardia inh	Sm TGR block	AMA1-RON2 inh	AmpC inh detg	HCMV inh	AmpC inh no detg
COc1ccc(OC)c2[nH]c(=O)c(CCNS(=O)(=O)c3ccc(Cl)cc3)cc12	?	2%	4%	-1%	-9	130%[activator]
CSc1nnc(OC(=O)N(C)C)n1-c1ccc(Cl)cc1	5%	0%	-1%	-7%	13	-3%
O=C(CCC(=O)N1CC2CCCN2c2ccccc21)NCc1ccc(Cl)cc1 (stereo unspecified)	nt	7%	nt	-7%	3	nt
CC(=O)C1=C(O)C(=O)N(CCCn2ccnc2)C1c1ccc(Cl)cc1 (stereo unspecified)	-16%	2%[57.1 µM]	-4%	-2%	-15	6%
COc1ccc(NC(=O)CSc2nnc(CCC(=O)Nc3ccc(C)c(Cl)c3)n2C)cc1	5%	-13%	6%	-6%	11	52%
Cc1nn(C)c2c1c(C(F)(F)F)cc(=O)n2C(C)C(=O)NCc1ccccc1Cl (stereo unspecified)	nt	-1%	nt	5%	2	nt
CN1CCN(c2ccc(NC(=O)c3ccc4c(c3)OCCO4)cc2Cl)CC1	-17%	nt	-4%	-4%	54	-10%
O=C(CCS(=O)(=O)c1ccc(Cl)cc1)Nc1ccc(F)cc1	4%	15%	6%	3%	-35	-18%
O=C(O)Cc1ccc(NC(=O)c2ccc(Cl)c(Cl)c2)cc1	15%	nt	-3%	1%	-30	-23%

A stretch of the results above, for reference:
SMILES	FBPA Giardia inh	Sm TGR block	AMA1-RON2 inh	AmpC inh detg	HCMV inh	AmpC inh no detg
Cc1c(-c2nc(-c3ccc4c(c3)OCO4)no2)nnn1-c1ccc(C(C)C)cc1	nt	8%	nt	5%	10	nt
Cc1nc(NC(=O)C2CCCCC2C(=O)O)sc1C (stereo unspecified)	7%	5%	21%	-9%	59	-11%

The list continues.
SMILES	FBPA Giardia inh	Sm TGR block	AMA1-RON2 inh	AmpC inh detg	HCMV inh	AmpC inh no detg
Oc1c(/C=N/c2ccccn2)sc2ccccc12	-9%	?	-3%	5%	-6	-31%
CCOc1ccc(NC(=O)Cn2ccn3nc(-c4ccc(OC)c(OC)c4)cc3c2=O)cc1	nt	-7%	nt	-5%	20	nt
Cc1ccc(-c2nnn(CC(=O)N(Cc3cccs3)C(C(=O)NC3CCCCC3)c3ccco3)n2)o1 (stereo unspecified)	-1%	1%	-5%	-10%	48	-29%
CC1CCCCN1C(=O)C1CCN(S(=O)(=O)c2ccc(-n3cnnn3)cc2)CC1 (stereo unspecified)	3%	-1%	7%	3%	-7	0%
COc1ccc(C2/C=C\CN(S(=O)(=O)c3ccc(-c4ccccc4)cc3)CC(=O)N2Cc2ccc(F)cc2)cc1 (stereo unspecified)	0%&-3%	10%	-9%	-2%	1	-17%
CCOC(=O)C1(C(F)(F)F)N=C(c2cccnc2)OC(N2CCOCC2)=N1 (stereo unspecified)	1%	-16%[11.4 µM]	10%	-2%	9	16%
